Bioassay records: PubChem, National Center for Advancing Translational Sciences (NCATS)
HEK293 tox = cytotoxicity counter-screen for GLP-1 receptor inverse agonists | Potency, µM (doses to about 38.3 µM), inactives show at the highest dose activity change, negative = inhibition, hits mostly inhibitors | 0.13% of 410,000 active | HEK293 cAMP-luciferase reporter cells, luminescence, 24 h;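 also: loss of luciferase light is scored as toxicity; % is scaled to controls: 0 for no effect and ±100 for the full control effect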
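Compound-treated cells are incubated 24 hr at 37 deg C under 5% CO2 after a 12 hour attachment period, then luciferase detection reagent is added and luminescence is measured following 12 min at room temperature; lowered signal indicates toxicity.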
HT1080 IDH1KD tx = kills HT-1080 cells with IDH1 knockdown; HT-1080 IDH1 knockdown viability, ATP luminescence, 48 h; Potency, µM (series often up to 46.1 µM), without a hit: at the top dose activity, negative = toxicity, actives largely listed as cytotoxic; 2% of 360,000 active; AID 686971;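 also: 0% = DMSO wells and -100% = cell-free medium wells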
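Knockdown cells (IDH1KD HT-1080) received compounds 2 h after plating at 750 cells/well and were kept 48 h at 37 °C in 5% FBS RPMI. A CellTiter-Glo luminescence read gave % activity for curve fitting.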
KB-3-1 cytotox = KB-3-1 parental cell cytotoxicity; KB-3-1 viability, CellTiter-Glo ATP luminescence, 72 h; Potency, µM (highest dose often 46.1 µM), for the others: top-dose activity change, negative = cytotoxic, most hits filed as cytotoxic; 1.4% of 400,000 active; AID 1347075; also: % is scaled to controls: 0 for no effect and ±100 for the full control effect; nearly all actives have a fitted effect of over 60% in size
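Cytotoxicity in the drug-sensitive parental line KB-3-1 was scored as loss of CellTiter-Glo luminescence following 72 h incubation with compound. Values come from curve fitting of normalized concentration-response data.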
TDP-43 yeast inh = TDP-43 toxicity inhibition in yeast; TDP-43 expressing yeast growth rescue, BacTiter-Glo, 24 h; Potency, µM (series often up to 46.1 µM), without a hit: top-dose growth rescue (activation), hits mostly activators; 1.8% of 410,000 active; also: % of control where 0% means no effect; nearly all actives have a fitted effect of over 50% in size
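Luminescence from BacTiter-Glo reports growth of TDP-43-expressing yeast after 24 hr at 30 deg C with compound. Cells were raffinose-pregrown to mid-log, then seeded in galactose medium at OD600=0.02.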
GLP1R ag = agonists of human GLP-1 receptor | HEK293 GLP-1R CRE-luciferase, luminescence, 4-6 h; cells express a hypersensitive GLP-1R form | P43220 | Potency, µM (series often up to 45.6 µM), without a hit: at the highest dose activation, hits mostly activators | 0.007% of 380,000 active; also: % of control where 0% means no effect
Target sequence (P43220 whole entry, looked up): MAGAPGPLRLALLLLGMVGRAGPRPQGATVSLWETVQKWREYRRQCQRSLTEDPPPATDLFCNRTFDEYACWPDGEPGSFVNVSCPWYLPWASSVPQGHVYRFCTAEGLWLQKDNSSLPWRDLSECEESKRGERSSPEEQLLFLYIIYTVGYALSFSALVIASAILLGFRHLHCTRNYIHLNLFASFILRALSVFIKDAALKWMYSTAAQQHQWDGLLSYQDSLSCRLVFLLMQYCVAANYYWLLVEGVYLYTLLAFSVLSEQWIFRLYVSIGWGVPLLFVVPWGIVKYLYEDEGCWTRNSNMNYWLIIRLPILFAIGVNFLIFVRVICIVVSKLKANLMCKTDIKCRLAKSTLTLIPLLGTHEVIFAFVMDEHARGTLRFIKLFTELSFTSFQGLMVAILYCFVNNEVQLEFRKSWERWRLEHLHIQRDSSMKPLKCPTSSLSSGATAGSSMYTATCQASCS
KB-V1 cytotox = kills drug-selected multidrug resistant KB-V1 cells. KB-V1 MDR cells viability, CellTiter-Glo, 72 h. Potency, µM (top dose mostly 46.1 µM), without a hit: at the highest dose activity change, negative = cytotoxicity, actives largely listed as cytotoxic. 3.4% of 400,000 active. AID 1347076; also: % is scaled to controls: 0 for no effect and ±100 for the full control effect; nearly all actives have a fitted effect of over 60% in size
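Luminescent ATP read-out (CellTiter-Glo, 10 min) measures survival of drug-selected KB-V1 MDR cells after 72 h, 37 degrees C compound exposure. Medium: phenol-red-free DMEM, 10% FBS. Values from fitted concentration-response curves.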
HT1080-NT tox = kills 2HG-producing HT-1080-NT fibrosarcoma cells. HT-1080-NT fibrosarcoma viability, CellTiter-Glo ATP luminescence, 48 h. Potency, µM (highest dose often 46.1 µM), inactives show at the highest dose activity, negative = less viability, actives largely listed as cytotoxic. 1.6% of 360,000 active;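 also: NT is the 2HG producing partner of a matched IDH1 knockdown line; 0% = DMSO-treated cells and -100% = media-only wells without cells; nearly all actives have a fitted effect of over 55% in size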
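Read-out is CellTiter-Glo luminescence after 10 minutes at room temperature, following 48 hours' compound treatment of HT-1080-NT cells (750 cells/well, RPMI, 5% FBS, 37 degrees C).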
GLP1R inv ag = GLP-1 receptor (human) inverse agonism | P43220 | HEK293 GLP-1R CRE-luciferase, luminescence, 24 h; GLP-1R form is constitutively active | Potency, µM (titrated, usually from 38.3 µM), inactives show at the highest dose activity change, negative = inhibition, usual class: inhibitors | 1.6% of 410,000 active; also: % is scaled to controls: 0 for no effect and ±100 for the full control effect; nearly all actives have a fitted effect of over 55% in size
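Inverse agonists were sought by their lowering of basal cAMP reporter luciferase output in HEK293 cells stably carrying constitutively active human GLP-1R, after 24 h compound treatment.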
SW480 rereplic = inducers of DNA re-replication in SW480 colon cancer cells | Potency, µM (highest dose often 46.1 µM), inactives show top-dose re-replication activation, usual class: activators | SW480 DNA re-replication, Hoechst DNA content imaging, 48 h | 1.8% of 340,000 active | AID 624297; also: % of control where 0% means no effect; nearly all actives have a fitted effect of over 55% in size
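Hoechst fluorescence of nuclei (405 nm excitation, 500-530 nm emission) measured by plate-scanning imager after 48 hr compound exposure at 37 C; re-replication scored as increased number of nuclei with elevated intensity.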
* = called active by the depositor; ? = inconclusive; · = no result given; & = joins results of further samples; [ ] = remark or other dose. Calls follow the shape of the dose curve; as a rule, active = well fitted curve in the direction sought with a large enough effect; inconclusive = small, poorly fitted or top-dose-only effect, or another doubt; inactive = no such curve, though single readings can be large; an effect the other way counts as inactive or inconclusive. Potency is read from the fitted curve at half-maximal effect.

SMILES	HEK293 tox	HT1080 IDH1KD tx	KB-3-1 cytotox	TDP-43 yeast inh	GLP1R ag	KB-V1 cytotox	HT1080-NT tox	GLP1R inv ag	SW480 rereplic
CC(=O)OC[C@@H]1CN(Cc2ccccc2)C[C@H](n2cnc3c(NCc4ccco4)ncnc32)O1	4%	20%	0%	20%	-7%	2%	2%	7%	·
Cc1c(C(=O)NCc2cccc([N+](=O)[O-])c2)sc(=O)n1Cc1ccc(F)cc1	-7%	-5%	17%	0%	-7%	?	-12%	?	·
COc1ccc2c(C)cc(C)nc2n1	3%	10%	2%	-19%	25%	1%	8%	3%	0%
Cc1ccc(N(CC(=O)O)C2SC(=O)NC2=O)cc1 (centres undefined)	54%	0%	-7%	-15%	5%	7%	-4%	-35%	0%
CCCN1C/C(=C/c2ccc3c(c2)OCO3)C(=O)/C(=C/c2ccc3c(c2)OCO3)C1	46%	?	23µM*	-6%	9%	?	?	9%	4.6µM*
COc1cc(OC)cc(C(=O)NC(=S)NNC(=O)Cc2cccs2)c1	3%	-13%	?	13µM*	-9%	19%	-7%	-12%	-7%
CC(=O)c1[nH]c(C)c(C(=O)N2CCCC(Nc3cccc(F)c3)C2)c1C (centres undefined)	-17%	11%	0%	-3%	21%	5%	-5%	7%	?
CC(=O)c1ccc(N2C(=O)N(Cc3cc(C)ccc3C)c3ccccc3S2(=O)=O)cc1	5%	·	-6%	24%	0%	?	·	4%	·
CC(=O)Nc1cccc(Nc2ccc(C#N)cc2)c1	-7%	1%	0%	?	-5%	3%	4%	30%	·
Cc1nnc(N2CCC(C(=O)N3CCCCC3)CC2)c2nn(-c3ccccc3)c(C)c12	0%	·	-8%	-1%	·	-22%	·	8%	·
CNS(=O)(=O)c1cnccc1N1CCN(c2cccc(C)c2)CC1	1%	11%	10%	8%	-1%	0%	10%	0%	-3%
Cc1ccc(C)c(NC(=O)CSc2nc3nc(-c4cccs4)cc(C(F)(F)F)c3c(=O)[nH]2)c1	-12%	?	0%	-5%	0%	-20%	?	?	-3%
O=C(COC(=O)c1ccccc1[N+](=O)[O-])Nc1cc(S(=O)(=O)N2CCOCC2)ccc1N1CCCC1	-14%	0%	2%	-3%	8%	?	2%	24%	-3%
COc1ccccc1OCC(=O)NCC1(N(C)C)CCCCC1	-3%	·	0%	0%[9.22 µM]	·	18%	·	-14%	·
Nc1ccc(C(=O)Nc2cccc(NC(=O)c3ccc(N)cc3)c2)cc1	-13%	-1%	-4%	-13%	6%	22%	-5%	11%	0%
Cn1c(CNS(=O)(=O)c2ccc(Br)cc2)n[nH]c1=S	9%	15%	6%	-5%	-11%	4%	13%	3%	-1%
COc1ccc(CN2CC(=O)N(c3ccccc3OC)C2=S)cc1OC	2%	-6%	5%	-5%	24%	1%	0%	72%[activator]	-44%[inhibitor]
CCN(CC(F)(F)C(F)F)S(=O)(=O)c1ccc(NC(=O)OC)cc1	-5%	-16%	24%	?	-4%	11%	-24%	?	0%
COc1ccc(NC(=O)C=C(C)C)cc1Cl	9%	-9%	-16%	-12%	-3%	?	0%	5%	-20%
COC(=O)C1=C(C)N(c2ccc(C)c(C)c2)/C(=C/c2ccco2)C1=O	18%	?	?	-2%	4%	?	?	-14%	-1%
CC(CCc1ccccc1)NCc1ccncc1 (centres undefined)	3%	3%	-18%	-6%	9%	7%	-4%	0%	-8%
COc1ccccc1NS(=O)(=O)c1cc(N=N/C(C(=O)Nc2ccc(Cl)cc2)=C(/C)O)ccc1C	4%	7%	1%	15%	-3%	0%	-1%	4%	-4%
Nc1nc(NCc2ccccc2)nc(NCCO)c1[N+](=O)[O-]	1%	-1%	-15%	18%	4%	-15%	1%	73%[activator]	18%
Cc1ccccc1C(=O)N1CCC(C(=O)N(C)CCOc2ccccc2)CC1	0%	-3%	-1%	2%	0%	2%	-4%	3%	3%
O=C(NCCc1ccc(F)cc1)C(=O)NCC(c1cccs1)S(=O)(=O)c1ccccc1 (centres undefined)	-19%	·	2%	-3%	·	7%	·	5%	·
COc1ccc(C2Nc3ccccc3C(=O)N2Cc2ccco2)cc1COc1ccc(F)cc1 (centres undefined)	-8%	-6%	?	34%	-14%	?	0%	10µM*	?
O=C(CCc1nc(-c2cccs2)no1)Nc1ccccc1[N+](=O)[O-]	3%	·	5%	0%	·	14%	·	-4%	·
S=C(NCCSCc1ccc(Cl)cc1)Nc1ccccc1	?	3%	6%	25µM*	-11%	?	0%	?	5%
Cc1ccc2nc(NCCc3ccccc3)c3nncn3c2c1	10%&-1%	3%	-4%&-2%	-4%&0%	3%	-16%&9%	2%	34%&16%[activator]	-3%
CC(C)(C)OC(=O)N1CCC(c2c(C(=O)N3CCCCC3)cnn2-c2ccc(Cl)cc2)CC1	-1%	·	12%	24%	·	3%	·	-6%	·
COC(=O)C(/C=N/OCc1ccc([N+](=O)[O-])cc1)NC(=O)c1ccccc1 (centres undefined)	0%	16%	14%	4%	-2%	7%	12%	2%	0%[9.22 µM]
CCOC(=O)C1=C(C)Nc2sc(C(=O)c3ccc(F)cc3)c(N)c2C1c1ccc(C(=O)OC)cc1 (centres undefined)	52%[activator]	-15%	-27%	-3%	-4%	-25%	-3%	?	16µM*
Cc1ccc(C(=O)NN2CC(O)=C(c3nc(-c4cccc([N+](=O)[O-])c4)cs3)C2=N)cc1	-4%	-1%	-2%	15%	5%	5%	16%	43%[activator]	1%
COc1cc2sc3ccc(-c4ccc5[nH]ccc5c4)cc3c(=O)c2cc1OC	-20%	-10%	6%	10%	9%	?	12%	44%[activator]	?
CCCCn1c2nc3ccccc3nc2c2c(=O)n(CCC)cnc21	13%	9%	2%	6%	-2%	-2%	11%	10%	-1%
COc1ccccc1NC(=O)C(=O)N/N=C(\C)CC(=O)Nc1ccccc1C(F)(F)F	12%	12%	8%	0%	3%	4%	8%	16%	-1%
CCN(CC)C1=CC(=[N+]2CCCC2)CC(C)(C)C1	14%	?	?	20%	-2%	27%	?	-28%	1%
OC[C@@H]1CN(Cc2ccco2)C[C@H](n2cnc3c(NC4CCCC4)ncnc32)O1	-4%	14%	0%	19%	5%	2%	23%	22%	·
CCC(C)NC(=S)N1CCN(C(c2ccccc2)c2ccccc2)CC1 (centres undefined)	6%	-1%	6%	17%	-4%	-9%	-4%	?	-7%
O=C(NC(Cc1c[nH]c2ccccc12)C(=O)Nc1ccc(F)c([N+](=O)[O-])c1)c1cccs1 (centres undefined)	-30%	?	?	22%	-20%	6.5µM*	?	?	?

A different layout for part of the listing above.
canonical_smiles | HEK293 tox | HT1080 IDH1KD tx | KB-3-1 cytotox | TDP-43 yeast inh | GLP1R ag | KB-V1 cytotox | HT1080-NT tox | GLP1R inv ag | SW480 rereplic
Cc1ccc(C(=O)NN2CC(O)=C(c3nc(-c4cccc([N+](=O)[O-])c4)cs3)C2=N)cc1 | -4% | -1% | -2% | 15% | 5% | 5% | 16% | 43%[activator] | 1%
S=C(NCCSCc1ccc(Cl)cc1)Nc1ccccc1 | ? | 3% | 6% | 25µM* | -11% | ? | 0% | ? | 5%

Looked up above:
`S=C(NCCSCc1ccc(Cl)cc1)Nc1ccccc1` @ KB-3-1 cytotox = 6%
`CCCCn1c2nc3ccccc3nc2c2c(=O)n(CCC)cnc21` @ GLP1R inv ag = 10%
`COC(=O)C(/C=N/OCc1ccc([N+](=O)[O-])cc1)NC(=O)c1ccccc1` (centres undefined) @ KB-V1 cytotox = 7%
`Nc1nc(NCc2ccccc2)nc(NCCO)c1[N+](=O)[O-]` @ KB-V1 cytotox = -15%
`O=C(NCCc1ccc(F)cc1)C(=O)NCC(c1cccs1)S(=O)(=O)c1ccccc1` (centres undefined) @ HEK293 tox = -19%

Continued.
SMILES	HEK293 tox	HT1080 IDH1KD tx	KB-3-1 cytotox	TDP-43 yeast inh	GLP1R ag	KB-V1 cytotox	HT1080-NT tox	GLP1R inv ag	SW480 rereplic
CCOc1ccccc1NC(=O)C1=C(C)Nc2ncnn2C1c1ccco1 (centres undefined)	2%	·	-3%	19%	-1%	?	·	?	·
CCOC(=O)[C@]12CCCC=C1N(Cc1cccc3ccccc13)C(=O)[C@H](CC(=O)NCc1ccc(OC)c(OC)c1)C2	-13%	?	?	9%	-2%	6.5µM*	?	?	·
C/C(=N\NC(=O)C(NC(=O)c1ccccc1)C(C)C)c1ccccc1 (centres undefined)	-17%	-2%[9.24 µM]	0%	27%	16%	?	1%	-17%	-5%
COC(=O)c1ccc(COc2ccc3c(C)c(C)c(=O)oc3c2C)o1	0%	-1%	-3%	-15%	3%	2%	8%	5%	-11%
Cc1ccc2c(c1)C1(C(=O)N2)N2CCCC2C(C(=O)c2ccc3ccccc3c2)C12C(=O)Nc1ccccc12 (centres undefined)	-62%	?	2%	10%	8%	0%	?	?	?
COc1ccccc1CNC(=O)C(C)n1nc(C)n2c(cc3occc32)c1=O (centres undefined)	-5%	18%	16%	12%	0%	0%	7%	-7%	-10%
COc1ccc(N(CC(=O)Nc2ccccc2OC)S(=O)(=O)c2ccc(NC(C)=O)cc2)cc1	-17%	?	21µM*	9%	1%	?	?	-41%	18µM*
COCC(C)n1c(C)cc(C(=O)CSc2nnc(Nc3ccccc3F)s2)c1C (centres undefined)	-19%	-26%	-8%	?	-3%	?	-3%	?	-8%
Cc1c(NC(=O)CN2CCN(C(c3ccccc3)c3ccccc3)CC2)c(=O)n(-c2ccccc2)n1C	-1%	5%	8%	14%	-9%	?	3%	-4%	-37%
Cc1ncoc1C(=O)NC1CC(C)(C)Cc2c1cnn2-c1ccc(F)cc1 (centres undefined)	?	-3%	-10%	12%	2%	-7%	0%	-1%	-23%
Cn1cccc1CC(=O)N/N=C/c1ccc(C(C)(C)C)cc1	4%	-23%	-8%	0%	5%	14%	-5%	?	?
COc1cc(C2c3c(oc4ccccc4c3=O)C(=O)N2Cc2ccccc2Cl)ccc1O (centres undefined)	4%	·	0%	3%	·	14%	·	-5%	·
